Assay outcomes as filed in PubChem.
UBC13 polyUb: human UBC13 polyubiquitination inhibition; P61088; UBC13 polyubiquitin chain formation, TR-FRET; inhibition, % at 20 µM; 0.47% of 330,000 active; in the data active = inhibition above about 45%, passing the limit was not always enough
Target sequence (P61088 whole entry, looked up): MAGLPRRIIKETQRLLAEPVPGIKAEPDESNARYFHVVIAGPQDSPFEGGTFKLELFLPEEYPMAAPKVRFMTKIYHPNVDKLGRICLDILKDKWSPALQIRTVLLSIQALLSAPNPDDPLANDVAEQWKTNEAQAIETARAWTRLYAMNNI
SENP1 FRET inh: blocks the human SENP1 SUMO protease catalytic domain; 0.21% of 360,000 active; AID 624204; Q9P0U3; inhibition, % at 10 µM; recombinant SENP1 catalytic domain, CyPet-SUMO1-YPet FRET cleavage;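 active = inhibition at least 30% at 10 µM, raw YFP signal under a set limit, fluorescence ratio 0.5 to 1.5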;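 also: 0% = enzyme with DMSO and 100% = no enzyme wells; some results filed as inactive read as strong as hits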
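Test system: human SENP1 catalytic domain; medium: Tris pH 8 buffer plus EDTA, NaCl, BME, BSA, NP40, catalase; incubation: 50 min reaction at room temperature; technique: FRET, CFP and YFP emission; controls: no-enzyme low control and enzyme-plus-DMSO high control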
SENP8 block-1: inhibitors of human SENP8 protease | purified SENP8, Z-RLRGG-aminoluciferin cleavage, luminescence | inhibition, % at 10 µM | 1.2% of 330,000 active | AID 2540; in the data active = inhibition above about 50%
Target sequence (Q96LD8 whole entry, looked up): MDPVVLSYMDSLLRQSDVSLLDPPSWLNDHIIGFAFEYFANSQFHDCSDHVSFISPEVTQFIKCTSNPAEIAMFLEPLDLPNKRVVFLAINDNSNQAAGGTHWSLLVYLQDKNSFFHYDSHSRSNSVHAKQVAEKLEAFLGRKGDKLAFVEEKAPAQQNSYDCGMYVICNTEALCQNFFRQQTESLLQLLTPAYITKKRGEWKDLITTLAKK
HKDC1 inh: inhibitors of human hexokinase HKDC1 | Q2TB90 | recombinant HKDC1, G6PDH/diaphorase resazurin coupled fluorescence | inhibition, % at 20 µM | 0.16% of 340,000 active | AID 493160;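 active = inhibition above about 35% when tested at 20 µM, limit read from the data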;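 also: plate controls were DMSO wells with enzyme for no effect and DMSO wells lacking enzyme for full effect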
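Material: recombinant HKDC1 hexokinase; Amount: HKDC1 at 5 µg/mL; Medium: Tris pH 8.0 buffer with MgCl2, Tween-20, BSA, BME; Schedule: 90 min reaction incubation at room temperature, dark; Technique: coupled resazurin fluorescence, excitation 525 nm, emission 613 nm.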
SENP7 block: blocks the human protease SENP7 | recombinant SENP7, Z-RLRGG-aminoluciferin luminescence, 40 min | inhibition, % at 5 µM | 1.5% of 330,000 active | AID 434973;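 active = inhibition above about 50% at the single test dose, limit read from the data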;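 also: plate controls were DMSO with enzyme for no effect and no enzyme buffer wells for full effect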
beta cell repl: MIN6 beta-cell proliferation induction; proliferation, % at 10 µM; AID 2380; 0.29% of 330,000 active; MIN6 cells proliferation, ATPlite luminescence, 48 h; cells starved in 0.2% serum; 100% = growth in 10% serum;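 active = compounds whose signal lies at least 3.5 SD above the mean of all wells on their plate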;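 also: 0% = DMSO-treated cells in low-serum medium and 100% = 10% serum control; some compounds called inactive have numbers as strong as hits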
PfG6PD inh: PfG6PD (Plasmodium falciparum) enzyme inhibition; PfGluPho enzyme, NADPH resazurin-diaphorase fluorescence; inhibition, % at 20 µM; 0.78% of 350,000 active; AID 504690;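 active = inhibition reaching at least a set limit at 20 µM in the primary screen, cut at about 59% in these data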;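 also: 0% = DMSO wells with substrate and 100% = DMSO wells lacking glucose-6-phosphate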
SENP6 inh: blocks the human protease SENP6. 1.8% of 330,000 active. inhibition, % at 10 µM. Q9GZR1. Recombinant SENP6 catalytic domain, aminoluciferin luminescence;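 active = inhibition above about 50% at the single tested dose, limit read from the data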;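 also: plate controls were DMSO wells with enzyme for no effect and DMSO wells lacking enzyme for full effect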
SENP8 block-2: inhibitors of human SENP8 protease; recombinant SENP8, Nedd8 substrate fluorescence; 0.64% of 360,000 active; Q96LD8; AID 602440; inhibition, % at 20 µM; in the data active = inhibition mostly above about 40%, no sharp cut-off; inactive = mostly below about 27%
Starred values were filed as active, the others as inactive.

1	CC12CCC(C(=O)NCc3ccc(F)cc3)(OC1=O)C2(C)C (stereo not given)
2	O=C(OC(C(=O)O)C(OC(=O)c1ccccc1)C(=O)NCc1ccccc1)c1ccccc1 (stereo not given)
3	O=c1[nH]cnc2sc3c(c12)CCN(Cc1ccccc1)C3
4	Cc1cccc(Cc2cnc(N3C(=N)SC(c4ccccc4)C3=O)s2)c1 (stereo not given)
5	COc1ccc2c(C)c(CC(=O)N3CCN(C(=O)C4COc5ccccc5O4)CC3)c(=O)oc2c1C (stereo not given)
6	Cc1ccccc1CC1(CO)CCCN(Cc2ccn[nH]2)C1 (stereo not given)
assay / entry | 1 | 2 | 3 | 4 | 5 | 6
SENP1 FRET inh | 1.9 | 0.0 | -45.4 | -0.2 | -9.1 | -0.5
beta cell repl | 0.2 | -3.0 | 0.0 | 0.0 | 3.6 | -1.4
PfG6PD inh | -3.0 | -20.8 | 8.3 | 0.9 | 1.3 | -10.4
SENP6 inh | -4.7 | -10.2 | -4.9 | 3.1 | 9.2 | -22.3
HKDC1 inh | 2.7 | 0.3 | 2.9 | -3.0 | 3.9 | -12.3
SENP7 block | 4.6 | -2.8 | -10.5 | -4.0 | -6.0 | -4.6
SENP8 block-1 | 9.5 | -1.3 | -9.1 | -7.7 | 17.1 | 0.3
SENP8 block-2 | 16.6 | -2.5 | -300.9 | 12.0 | -333.7 | 5.4
UBC13 polyUb | 3.8 | 9.8 | -5.7 | -19.0 | 14.3 | 4.9

3 entries out of the list, sorted by count of non-hydrogen atoms, ascending:
6	Cc1ccccc1CC1(CO)CCCN(Cc2ccn[nH]2)C1 (stereo not given)
4	Cc1cccc(Cc2cnc(N3C(=N)SC(c4ccccc4)C3=O)s2)c1 (stereo not given)
5	COc1ccc2c(C)c(CC(=O)N3CCN(C(=O)C4COc5ccccc5O4)CC3)c(=O)oc2c1C (stereo not given)
assay / entry | 6 | 4 | 5
SENP1 FRET inh | -0.5 | -0.2 | -9.1
beta cell repl | -1.4 | 0.0 | 3.6
PfG6PD inh | -10.4 | 0.9 | 1.3
SENP6 inh | -22.3 | 3.1 | 9.2
HKDC1 inh | -12.3 | -3.0 | 3.9
SENP7 block | -4.6 | -4.0 | -6.0
SENP8 block-1 | 0.3 | -7.7 | 17.1
SENP8 block-2 | 5.4 | 12.0 | -333.7
UBC13 polyUb | 4.9 | -19.0 | 14.3

Ordered by the number under UBC13 polyUb (descending): 5 from the list above.
nr | molecule | UBC13 polyUb
5 | COc1ccc2c(C)c(CC(=O)N3CCN(C(=O)C4COc5ccccc5O4)CC3)c(=O)oc2c1C (stereo not given) | 14.3
2 | O=C(OC(C(=O)O)C(OC(=O)c1ccccc1)C(=O)NCc1ccccc1)c1ccccc1 (stereo not given) | 9.8
1 | CC12CCC(C(=O)NCc3ccc(F)cc3)(OC1=O)C2(C)C (stereo not given) | 3.8
3 | O=c1[nH]cnc2sc3c(c12)CCN(Cc1ccccc1)C3 | -5.7
4 | Cc1cccc(Cc2cnc(N3C(=N)SC(c4ccccc4)C3=O)s2)c1 (stereo not given) | -19.0

(further entries)
7	CC(=O)O[C@H]1C[C@@H]2CC[C@@H]3[C@H](CC[C@@]4(C)[C@H]3C[C@H]([N+]3(C)CCCCC3)[C@@H]4OC(C)=O)[C@@]2(C)C[C@@H]1[N+]1(C)CCCCC1
8	O=C(OCC(=O)N1CCOCC1)c1ccc(Cl)nc1
9	Cc1cc(NC(=O)CSc2nnnn2C)n(-c2ccccc2)n1
10	CC(C)[C@H](NS(=O)(=O)c1ccc(Cl)cc1)C(=O)OCC(=O)NCCN1C(=O)CSC1=O
assay / entry | 7 | 8 | 9 | 10
SENP1 FRET inh | 1.1 | -1.4 | 2.5 | 1.6
beta cell repl | -1.6 | -3.0 | -3.0 | -1.1
PfG6PD inh | 7.4 | -6.2 | -15.8 | -8.1
SENP6 inh | 13.3 | -7.1 | -9.1 | -6.3
HKDC1 inh | -5.8 | -0.2 | -2.3 | 2.1
SENP7 block | -10.2 | -1.6 | -14.8 | -7.2
SENP8 block-1 | -1.9 | 2.1 | -10.2 | -12.1
SENP8 block-2 | 15.6 | 9.8 | 13.3 | 1.3
UBC13 polyUb | -5.7 | 10.0 | -4.5 | -3.4
